# SUMO HTRF inh: SUMOylation inhibition; HTRF SUMOylation assay, SAE1/SAE2 + UBC9, in vitro; hit rate 0.36% among 290,000; inhibition, % at 35 µM; P63279; in the data active means inhibition above about 50%, passing the limit was not always enough; further: strong numbers were not always called active
# Target sequence (P63279 whole entry, looked up): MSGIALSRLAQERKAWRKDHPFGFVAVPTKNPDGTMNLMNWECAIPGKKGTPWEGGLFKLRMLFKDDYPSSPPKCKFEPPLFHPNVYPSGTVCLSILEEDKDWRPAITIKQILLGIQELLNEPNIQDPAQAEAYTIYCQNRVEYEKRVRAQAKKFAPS
# VIM-2 inhibitor: inhibitors of Pseudomonas aeruginosa VIM-2 metallo-beta-lactamase; purified VIM-2, nitrocefin hydrolysis, epi-absorbance fluorescence; inhibition, % at 5.6 µM; hit rate 0.89% among 290,000;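 active means inhibition above the mean of all tested compounds plus 3 SD, cutoff set per screening run, cut at about 7.5% in these data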;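 further: red hydrolysis product quenches plate fluorescence so inhibitors raise well fluorescence; 0% = enzyme with DMSO and 100% = DMSO without enzyme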
# FID counter: counter-screen for HCV NS3 helicase inhibitors: DNA intercalator displacement; DNA fluorescent intercalator displacement, fluorescence; inhibition, % at 7.9 µM; hit rate 0.17% among 290,000; AID 1845; in the data active means inhibition above about 37%;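 further: 0% = vehicle and 100% = reference compound; higher means more ethidium bromide displaced from hairpin DNA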
# PHOSPHO1 block: blocks human PHOSPHO1 phosphatase activity; inhibition, % at 13.3 µM; hit rate 1.1% among 290,000; AID 1565; recombinant PHOSPHO1, absorbance phosphatase assay; in the data active means inhibition above about 60%
# MEKK3 PB1 HTS: modulators (inhibitors or enhancers) of MEK5 binding to human MEKK3 PB1 domain | Q99759 | bead-based flow cytometry, Alexa488-MEK5 binding to MEKK3; actives lie on both sides; 0 = blocked by unlabeled MEK5, 100 = vehicle | binding response (% of control), % at 10 µM | hit rate 1.4% among 290,000;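 active means binding response more than 3 SD above or below the average of its plate-row segment, actives on both sides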;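 further: Alexa488 bead fluorescence after subtracting the streptavidin-only scavenger bead signal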
# Target sequence (Q99759 whole entry, looked up, the tested form may be a part): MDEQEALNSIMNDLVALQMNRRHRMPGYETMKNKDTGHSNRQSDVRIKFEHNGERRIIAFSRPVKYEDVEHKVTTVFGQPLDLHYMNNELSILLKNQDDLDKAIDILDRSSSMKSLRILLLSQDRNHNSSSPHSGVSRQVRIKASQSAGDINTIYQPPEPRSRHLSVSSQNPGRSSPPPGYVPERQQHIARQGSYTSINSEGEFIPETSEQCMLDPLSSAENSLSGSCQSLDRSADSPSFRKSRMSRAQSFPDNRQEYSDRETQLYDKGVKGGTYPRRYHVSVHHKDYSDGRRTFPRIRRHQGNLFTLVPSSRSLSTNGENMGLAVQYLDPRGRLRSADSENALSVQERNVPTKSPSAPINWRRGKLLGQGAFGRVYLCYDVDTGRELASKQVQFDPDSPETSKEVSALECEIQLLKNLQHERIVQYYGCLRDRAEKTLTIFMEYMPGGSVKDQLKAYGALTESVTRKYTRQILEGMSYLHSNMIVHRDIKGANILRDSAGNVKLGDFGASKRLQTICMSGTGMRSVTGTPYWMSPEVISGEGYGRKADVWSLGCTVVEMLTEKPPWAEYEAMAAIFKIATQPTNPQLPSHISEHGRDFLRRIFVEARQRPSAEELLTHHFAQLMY
# NS3 helicase inh: inhibitors of Hepatitis C virus NS3 helicase | NS3 helicase DNA unwinding, Cy5 molecular beacon fluorescence | inhibition, % at 10.9 µM | hit rate 0.56% among 290,000;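 active means inhibition above the mean of all tested compounds plus 3 SD, set per campaign, cut at about 35% in these data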;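 further: 0% = DMSO wells and 100% = thioflavine S control wells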
#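 test system = hepatitis C virus NS3 helicase domain fragment enzyme | reagent = annealed dual-labelled DNA beacon duplex, ATP-started | times = 1 h at 25 °C | detection = Cy5 fluorescence, 0 and 60 min reads | read-out basis = percent inhibition from t60/t0 fluorescence ratio | control set = DMSO and thioflavine S | replication = one well per compound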
# IMP-1 inh: inhibitors of Pseudomonas aeruginosa IMP-1 metallo-beta-lactamase | purified IMP-1, nitrocefin hydrolysis, epi-absorbance fluorescence | inhibition, % at 5.6 µM | hit rate 0.45% among 290,000 | AID 1556;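 active means inhibition above the mean plus 3 SD of all compounds in the same screening run, cut at about 4.5% in these data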;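 further: 0% = IMP-1 with DMSO and 100% = DMSO wells lacking enzyme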
#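 System: purified recombinant IMP-1 beta-lactamase. Medium: Zinc- and detergent-supplemented HEPES buffer, pH 7.1. Compound: one 5.6 µM dose […]. Schedule: 15 min preincubation plus 25 min reaction at 25 °C. Technique: Epi-absorbance fluorescence, 480 nm excitation, 530 nm emission.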
# p-CIP stab down: compounds decreasing mouse p/CIP protein stability; Q05BA5; F442A p/CIP-EGFP cells, EGFP fluorescence, 16 h; decrease of EGFP signal, % at 10 µM; hit rate 0.01% among 290,000; AID 1984;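 active means EGFP signal decrease of at least 30% at 10 µM or well 3 SD below plate mean, unless failing retest; inactive means the rest, including hits failing retest or dose response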; further: some compounds called inactive have numbers as strong as hits; many of its hits are not listed in these tables
# IDE cell activ: activators of human insulin-degrading enzyme in cells; activation, % at 5.96 µM; HEK cells, FAbeta-B cleavage, fluorescence polarization; 0% vehicle, 100% cell-free pure enzyme wells; hit rate 0.073% among 340,000;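 active means activation above the mean of all tested compounds plus 3 SD, set per screening campaign, cut at about 17% in these data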
# Starred values were filed as active, the others as inactive; . = not tested or not shown; [ ] = dose if it differs, or a comment. Only part of the results is shown; count on the stated rates, not on these rows.
SMILES,SUMO HTRF inh,VIM-2 inhibitor,FID counter,PHOSPHO1 block,MEKK3 PB1 HTS,NS3 helicase inh,IMP-1 inh,p-CIP stab down,IDE cell activ
CCOC(=O)C1CCN(S(=O)(=O)c2ccc(C(C)(C)C)cc2)CC1,17,-0.8,-3,37,97,1,-2.2,-22,3
CC1(C)OC2C(O1)[C@@H](CO)O[C@H]2n1cnc2c(N)ncnc21 (stereo not given in full),9,-2.0,-2,8,116,-3,-4.0,-9,-1
Nc1nnc(SCc2ccccc2)n1-c1ccccc1,-44,-3.8,-10,-32,107,2,-3.8,-6,3
Cc1cccc(-n2c(O)c(C=NCCCN3CCOCC3)c3ccccc3c2=O)c1,18,-2.1,-1,-14,97,-1,-2.4,8,2
CCN(C(=O)COC(=O)c1c(-c2ccccc2)noc1C)c1c(N)n(Cc2ccccc2)c(=O)[nH]c1=O,3,-0.3,-38,23,96,4,-2.2,-2,2
COc1ccccc1NC(=O)c1ccc(CSc2ncccn2)cc1,6,-1.0,-15,30,100,7,-0.5,-12,.
COc1ccc2cc3c(N)c(C(=O)N4CCCC4)sc3nc2c1,40,-4.7,-10,-16,102,0,-6.8,-10,.
O=C(CN1CCN(C(=O)c2ccco2)CC1)Nc1cc(C(F)(F)F)ccc1Cl,22,-1.6,-18,1,101,4,-1.1,-14,-4
COc1cccc(-c2nc(NC3CCCC3)c3ccccc3n2)c1O,4,0.2,-10,14,105,-21,-0.3,2,3
COc1ccc([N+](=O)[O-])cc1NC(=O)C1(c2ccc(OC)c(OC)c2)CCOCC1,9,-2.2,-10,52,104,-11,-2.9,-5,.

# Whole records as entered above. Screens in order: SUMO HTRF inh	VIM-2 inhibitor	FID counter	PHOSPHO1 block	MEKK3 PB1 HTS	NS3 helicase inh	IMP-1 inh	p-CIP stab down	IDE cell activ
# COc1cccc(-c2nc(NC3CCCC3)c3ccccc3n2)c1O in the list: 4	0.2	-10	14	105	-21	-0.3	2	3
# CCN(C(=O)COC(=O)c1c(-c2ccccc2)noc1C)c1c(N)n(Cc2ccccc2)c(=O)[nH]c1=O in the list: 3	-0.3	-38	23	96	4	-2.2	-2	2
# CC1(C)OC2C(O1)[C@@H](CO)O[C@H]2n1cnc2c(N)ncnc21 (stereo not given in full) in the list: 9	-2.0	-2	8	116	-3	-4.0	-9	-1

# Going on with the list.
SMILES,SUMO HTRF inh,VIM-2 inhibitor,FID counter,PHOSPHO1 block,MEKK3 PB1 HTS,NS3 helicase inh,IMP-1 inh,p-CIP stab down,IDE cell activ
Cc1ccc(-c2nc(NCCCO)c3ccccc3n2)cc1,15,1.5,14,.,101,-4,0.1,-10,1
OCCN=C1CCCc2c1[nH]c1ccc(Br)cc21,12,-0.5,-5,18,100,-5,-2.8,-17,1
COc1ccc(CCNC(=O)c2cc(-c3cc(C)c(C)cc3O)n[nH]2)cc1OC,-5,-5.8,-27,42,103,-7,-3.9,-6,3
Oc1ccc(-c2nnc(-c3ccccc3)c(-c3ccccc3)n2)cc1,14,-1.7,7,-1,90,2,-3.3,-12,.
COc1ccc(Cl)cc1-n1c(=S)sc2c(=O)[nH]c(SCC(=O)NCCC(C)C)nc21,6,-4.1,-13,27,99,-36,-2.2,-4,2
O=C(c1ccccc1)N1N=C(C(F)(F)F)CC1(O)c1ccccc1O (stereo not given),-2,-2.9,-18,-1,100,7,-4.4,-2,9
CCCCCCOC(=O)Nc1ccc(S(=O)(=O)Nc2cccc([N+](=O)[O-])c2)cc1,-32,0.5,3,-12,98,8,-2.1,-3,1
Cc1cc(=O)oc2cc3c(cc12)OCO3,8,1.2,-3,34,102,3,-2.1,0,5
CS(=O)(=O)c1nc(-c2cccs2)cc(C(F)(F)F)n1,-12,-1.4,1,25,102,-5,2.5,-20,.
CN1CCC(=NOc2ccc([N+](=O)[O-])cc2)CC1,0,-4.1,12,35,93,6,-3.4,-4,0
COc1cccc(N2CCN(c3cnc4ccccc4n3)CC2)c1,3,-0.8,-18,28,97,-3,-2.5,10,-23
Cn1c(N)c(C(=O)COC(=O)c2ccc(Br)o2)c(=O)n(C)c1=O,-12,-1.4,0,23,105,-2,-1.1,-4,-1
CCOCCCn1c(SCC(=O)Nc2ccccc2OC)nc2ccccc2c1=O,-10,-0.5,-36,39,102,-7,-3.8,0,-3
Cc1cccc(NC(=S)NC2CCCCC2)n1,4,-0.6,-9,32,106,9,-3.5,-11,-1
Cc1ccccc1OC(C)C(=O)Nc1ccc(S(=O)(=O)Nc2nccs2)cc1 (stereo not given),4,-2.5,-33,-2,100,0,-5.8,28,-1
CC(C)OCCCNC(=O)[C@H]1N2C(=O)c3ccccc3C2SC1(C)C (stereo not given in full),4,-2.1,-28,40,97,13,-0.5,4,1
Cc1ccccc1NC(=O)C1CCCN1S(=O)(=O)c1cccc2cccnc12 (stereo not given),0,-3.2,-11,-4,106,2,0.6,14,3
COCc1nnc(NS(=O)(=O)c2ccc(NC(C)=O)cc2)s1,16,-4.8,-1,23,93,-8,-2.9,-22,3
CCCn1nc(C(=O)Nc2ccc3nc(C)sc3c2)c2ccccc2c1=O,10,-0.9,-2,-59,99,2,-4.4,-10,0
CCOC(=O)C(=CNc1ccc2c(c1)CCN2C(C)=O)C(=O)OCC,0,0.5,-25,-14,102,-6,-3.0,-6,9
CCOc1ccc2c(c1)C(c1ccc(C)o1)=NNC(c1ccncc1)=N2,6,-3.2,-18,-4,96,6,-4.7,2,2
CCOC(=O)Cn1c(S(=O)(=O)Cc2cccc(F)c2)nc(-c2ccccc2)c1-c1ccccc1,-22,-2.0,-13,-11,78,-13,-1.1,-7,6
Cc1cc(C(=O)NC2CCCc3c2cnn3-c2ccc(C(C)(C)C)cc2)n[nH]1 (stereo not given),-18,0.3,-21,44,95,-3,-2.1,-7,2
Cc1c(CNCC(C)c2ccccc2)c(C(=O)O)c(C)n1Cc1ccccc1 (stereo not given),-11,-0.7,-10,-10,100,-6,-1.9,3,6
COc1ccc(CN2CN(S(=O)(=O)c3ccccc3)c3nc4ccccc4nc32)cc1,9,-3.1,-5,28,82,-21,-3.3,-16,3
CCCNC(=O)c1oc2ccc3c(c2c1C)C(=O)CC(C)(C)O3,10,-4.8,-23,8,99,1,-5.3,0,4
Cc1ccc(-c2ccc(/C=N/N3C(=O)C4C5C=CC(CC5)C4C3=O)o2)c([N+](=O)[O-])c1 (stereo not given),29,-0.7,-12,-7,93,-8,1.0,-10,1
O=C(c1cnn2c(C(F)(F)F)cc(-c3ccccc3)nc12)N1CCOCC1,22,-0.1,-7,-4,102,1,-1.4,-6,1
CCc1nc(C)cn1S(=O)(=O)c1ccc(Cl)c(Cl)c1Cl,11,0.0,-6,-14,111,1,-4.9,-20,0
O=C(O)C1CCN(C(=O)OCc2ccccc2)CC1,8,-2.1,-1,22,103,4,-2.4,0,-2

# Just VIM-2 inhibitor, MEKK3 PB1 HTS and IMP-1 inh (3 entries from above):
SMILES | VIM-2 inhibitor | MEKK3 PB1 HTS | IMP-1 inh
COc1cccc(-c2nc(NC3CCCC3)c3ccccc3n2)c1O | 0.2 | 105 | -0.3
COc1ccc(CCNC(=O)c2cc(-c3cc(C)c(C)cc3O)n[nH]2)cc1OC | -5.8 | 103 | -3.9
CN1CCC(=NOc2ccc([N+](=O)[O-])cc2)CC1 | -4.1 | 93 | -3.4

# Remaining list, next part.
SMILES,SUMO HTRF inh,VIM-2 inhibitor,FID counter,PHOSPHO1 block,MEKK3 PB1 HTS,NS3 helicase inh,IMP-1 inh,p-CIP stab down,IDE cell activ
Cc1ccc(S(=O)(=O)N2C=CC(C(F)(F)F)=NCC2)cc1,9,2.7,4,54,1.0*[inhibitor],-2,-0.8,0,2
O=C(O)c1ccccc1SC1CC(=O)N(c2ccc3c(c2)OCO3)C1=O (stereo not given),1,0.0,-3,-10,103,4,-1.8,2,-4
CCOC(=O)C1CCN(S(=O)(=O)c2cn(C)cn2)CC1,1,-1.8,-6,0,95,-3,-2.6,-10,-1
O=C(CN1CCC(NC(=O)c2ccc(Br)cc2)CC1)NCc1cccs1,1,-3.5,12,19,78,1,-0.5,-20,3
COc1cc(-c2nc3cnccn3c2Nc2ccc(C)cc2)ccc1O,0,1.1,-18,3,98,1,-3.2,-6,3
CN(C)S(=O)(=O)c1cccc(NC(=S)N2CCCCC2CO)c1 (stereo not given),8,-0.4,-1,6,98,-3,-1.8,-5,-1
COc1ccc(C(=O)Nc2ccc3nc(N4CCCCC4)cc(C)c3c2)c(OC)c1,6,-4.0,4,-22,100,-8,-2.2,-4,.
CCC(=O)N1CCN(c2nnc(-c3ccccc3)c3ccccc23)CC1,3,0.2,-30,34,107,-5,-1.6,9,-1
O=C(C1CCCN(S(=O)(=O)c2ccccc2[N+](=O)[O-])C1)N1CCN(c2ccccc2)CC1 (stereo not given),12,-4.1,-10,-11,88,-4,-0.7,-2,-3
COc1ccc(CNS(=O)(=O)c2cc(-c3cc(C)no3)ccc2C)cc1OC,8,0.8,-36,17,98,-12,-0.8,1,4
COc1cc(/C=C/c2ccc3cccc(O)c3n2)cc(Br)c1OC,4,-3.5,-7,54,102,4,-0.9,-3,6
O=c1c2ccccc2c(/C=N/c2n[nH]c(CCCO)n2)c(O)n1-c1ccccc1Cl,26,-0.9,-2,15,93,11,-3.0,-9,6

# Given with values under each structure: part of the list above
# Results follow in this order: SUMO HTRF inh | VIM-2 inhibitor | FID counter | PHOSPHO1 block | MEKK3 PB1 HTS | NS3 helicase inh | IMP-1 inh | p-CIP stab down | IDE cell activ
- CS(=O)(=O)c1nc(-c2cccs2)cc(C(F)(F)F)n1
    -12 | -1.4 | 1 | 25 | 102 | -5 | 2.5 | -20 | .
- O=C(C1CCCN(S(=O)(=O)c2ccccc2[N+](=O)[O-])C1)N1CCN(c2ccccc2)CC1 (stereo not given)
    12 | -4.1 | -10 | -11 | 88 | -4 | -0.7 | -2 | -3
